HTT ATP protect – protects HTT-Q103 PC12 cells, measured by ATP | PC12 HTT-Q103 induced, cytoprotection, ATP luminescence, 40 h | Potency, µM (highest dose often 56.4 µM), for the others: cytoprotection (ATP increase), hits mostly activators | actives 0.14% (n = 230,000);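 also: % of control where 0% means no effect; nearly all actives have a fitted effect of over 45% in size; toxic huntingtin expression switched on by the ecdysone agonist tebufenozide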
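Stable PC12 Q103-GFP cells in serum-supplemented, phenol red-free DMEM; induction by tebufenozide at 100 nM final; compound dose series; cell viability quantified luminescently from ATP.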
aGlu spleen mod – inhibitors or activators of human alpha-glucosidase in spleen homogenate; P10253; actives 0.006% (n = 240,000); Potency, µM (top dose mostly 79.9 µM), inactives show at the highest dose activity change, negative = inhibition, actives largely listed as inhibitors; human spleen homogenate, 4-MU-alpha-glucoside fluorescence;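 also: 0% = enzyme with vehicle and -100% = no enzyme basal signal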
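Compounds were titrated against alpha-glucosidase in spleen homogenate at pH 5.0, with 1 mM 4-methylumbelliferyl substrate for 40 min at 37 C. Reactions were quenched with pH 10 NaOH/glycine and fluorescence measured.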
RGS12 GoLoco inh – RGS12 GoLoco-Gai1 interaction inhibition | Potency, µM (highest dose often 61.6 µM), without a hit: at the top dose activity, negative = inhibition, usual class: inhibitors | P63096 | actives 0.44% (n = 230,000) | Gai1:RGS12 GoLoco peptide FP, rhodamine, 10 min; active = well fitted inhibition curve with a large enough effect, not every such curve was filed as active; inactive = no such curve, though single readings can be large or run the other way; also: % is scaled to controls: 0 for no effect and ±100 for the full control effect; nearly all actives have a fitted effect of over 30% in size; many of its hits are not listed in these tables
Target sequence (P63096 whole entry, looked up): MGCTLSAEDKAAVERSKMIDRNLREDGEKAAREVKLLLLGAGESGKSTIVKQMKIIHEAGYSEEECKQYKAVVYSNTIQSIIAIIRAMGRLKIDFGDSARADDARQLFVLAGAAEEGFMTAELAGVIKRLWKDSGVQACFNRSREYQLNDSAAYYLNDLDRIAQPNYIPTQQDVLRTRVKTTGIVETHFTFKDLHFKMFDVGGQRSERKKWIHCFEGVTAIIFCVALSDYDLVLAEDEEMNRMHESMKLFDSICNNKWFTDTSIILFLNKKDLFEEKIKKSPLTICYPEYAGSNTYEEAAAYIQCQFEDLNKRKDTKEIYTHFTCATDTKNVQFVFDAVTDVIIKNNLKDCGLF
GAA glycogen – GAA glycogen-cleavage inhibition or activation; recombinant GAA, glycogen substrate, Amplex Red glucose oxidase fluorescence; Potency, µM (doses to about 76.4 µM), without a hit: at the highest dose activity change, negative = inhibition, hits mostly inhibitors; actives 0.38% (n = 300,000);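 also: 0% = full enzyme reaction and -100% = no-enzyme basal signal; the screen sought inhibitors and activators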
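qHTS, 1536-well; enzyme 4 nM final; cpd up to 77 uM; substrate bovine liver glycogen 30 ug; 50 mM citrate/phosphate pH 5.0, 0.01% Tween-20; 37 C, 40 min; Amplex Red detection 45 min RT; Hill fit → AC50.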
IMPase Li cell – membrane-permeable IMPase blocker, potentiated with lithium | CHO-M1 cells, IP1 TR-FRET (IP-One), carbachol + lithium | Potency, µM (doses to about 59.4 µM), inactives show at the top dose activity, negative = IMPase inhibition, hits mostly inhibitors | actives 0.35% (n = 210,000);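 also: IP1 builds up when IMPase is blocked and the TR-FRET signal falls; plate controls were basal vehicle for no effect and high inhibitor control for full effect; nearly all actives have a fitted effect of over 50% in size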
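Readout is a homogeneous TR-FRET IP1 immunoassay (Ex 320, Em 665 and 620), where raised cytosolic IP1 lowers signal. Cells were CHO-M1 treated 30 min at 37C with test compounds plus a little lithium; AC50 values came from Hill-equation fitting.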
HTT aggregate – mutant huntingtin aggregation inhibition; PC12 HttQ103-GFP aggregates, Acumen cytometry, 40 h; Potency, µM (highest dose often 46.1 µM), for the others: at the highest dose activity change, negative = inhibition, actives largely listed as inhibitors; actives 1.1% (n = 220,000); AID 1688; also: % is scaled to controls: 0 for no effect and ±100 for the full control effect; nearly all actives have a fitted effect of over 60% in size
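Quantitative HTS on tebufenozide-induced (100 nM) PC12 cells stably expressing polyQ103 Huntingtin exon 1–GFP. Reduction of bright GFP aggregates, detected by laser scanning cytometry after lysis, identified actives across the titration.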
GAA inhib – inhibitors of human lysosomal alpha-glucosidase; AID 1466; purified human GAA, 4-MU-alpha-glucoside fluorescence; actives 0.005% (n = 200,000); P10253; Potency, µM (highest dose often 76.9 µM), without a hit: at the top dose activity change, negative = inhibition, usual class: inhibitors;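 also: plate controls were uninhibited enzyme wells for no effect and no-enzyme background for full effect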
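Activity normalized between no-enzyme (basal) and enzyme-only wells. Conditions: 4 nM human enzyme, 400 uM fluorogenic substrate, citrate/phosphate pH 5.0 with Tween-20, 20 min room temperature, compounds up to 77 uM.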
Active calls of the source: *; u = inconclusive; x = not tested or not shown; & = joins results of further samples; [ ] = dose if it differs, or a comment. Unless noted, calls follow the shape of the dose curve; as a rule, active = well fitted curve in the direction sought with a large enough effect; inconclusive = small, poorly fitted or top-dose-only effect, or another doubt; inactive = no such curve, though single readings can be large; an effect the other way counts as inactive or inconclusive. Potency is read from the fitted curve at half-maximal effect.

no.	SMILES	HTT ATP protect	aGlu spleen mod	RGS12 GoLoco inh	GAA glycogen	IMPase Li cell	HTT aggregate	GAA inhib
1	CN1CCN(C2=Cc3ccc(Cl)cc3Sc3ccc(F)cc32)CC1	-13%[1.9 µM]	-16%	4%	-7%	26%	-16%	u
2	CC(C)c1cc(C(=O)NCc2ccco2)no1	2%[10 µM]	-12%	-1%	5%	27%[38.3 µM]	0%	-3%
3	CC(=O)c1cc(CN2CCN(CCC(C)C)C(CCO)C2)cs1 (stereo not drawn)	23%[10 µM]	0%	3%	4%	x	17%[9.22 µM]	x
4	C/C(CC(=O)N(C(C)C)C(C)C)=N\NC(=O)COc1ccc(Br)cc1Br	x	8%	5%	-7%	21%	0%	-4%
5	CCCC(C(=O)NC(C)(C)C)N(CC1CCCO1)C(=O)c1snc(C(N)=O)c1N (stereo not drawn)	7%	0%	7%	10%	1%	3%	12%
6	Cc1cccc(C)c1N(CC(=O)Nc1cccc(N(C)S(C)(=O)=O)c1)S(C)(=O)=O	-20%[10 µM]	8%	-3%	-15%	1%[38.3 µM]	4%	-1%
7	Cc1sc2ncnc(N3CCC(C)CC3)c2c1C	-35%[10 µM]	-1%	-3%	-7%	-5%	-1%	5%
8	N#C/C(=C/c1ccc(CNS(=O)(=O)c2ccccc2)o1)C(N)=O	-4%[10 µM]	-3%	10%	8%	-5%	5%	-2%
9	CN(Cc1ccccc1)c1ccc(N2C(=O)CCCC2=O)cc1[N+](=O)[O-]	-2%[10 µM]	-1%	8%	2%	2%	-12%	-3%
10	c1ccc(CN(Cc2ccccc2)c2nn[nH]n2)cc1	x	3%	-5%	-2%	8%	21%	-3%
11	Cc1ccc(SCC(=O)NCCSC(C)(C)C)cc1	4%	-2%	11%	-13%	16%[38.3 µM]	-9%	-2%
12	C=CC1=C2C=C(C3CC3)N(CC3CC3)C=C2C(=O)C(C)(OC(=O)c2ccco2)C1=O (stereo not drawn)	-12%[10 µM]	6%[17.4 µM]	-10%[14.2 µM]	x	4%	x	x
13	Cn1c(=O)c2c(nc(N3CCCCCC3)n2CCSc2nc3ccccc3o2)n(C)c1=O	4%	-2%	-9%	3%	10%[38.3 µM]	11%	-7%
14	CN(C)Cc1c(O)ccc2oc(Cc3ccccc3)cc12	-37%[10 µM]	-8%	-29%	-4%	6%	4.5µM*	0%
15	COc1ccc(C(=O)Cn2nnc(-c3ccccc3F)n2)cc1	10%	-10%	x	1%	x	-6%	2%
16	O=C(COC(=O)COc1ccccc1)Nc1ccc(OC(F)(F)F)cc1	-11%	5%	10%	-3%	-12%[38.3 µM]	-10%	-3%
17	CSc1nc2c(c(=O)[nH]1)C(c1ccc(Br)cc1)CC(=O)N2 (stereo not drawn)	-33%	-2%	12%	11%	-15%	-3%	9%
18	COc1ccc2[nH]cc(CCNS(=O)(=O)c3ccccc3)c2c1	-10%[10 µM]	-1%	21%	-1%	6%	0%[9.22 µM]	u
19	CCCc1nc2ccccc2n1CCOC	2%	0%	5%	-8%	14%[38.3 µM]	-1%	2%
20	CN1CCc2cc(NC(=O)Nc3cccnc3)ccc21	-39%[inhibitor][1.9 µM]	6%	2%	x	24%	x	x
21	COc1ccc(CN(CC2CCCO2)C(=O)c2cc3ccccc3oc2=O)cc1 (stereo not drawn)	-4%	-2%	5%	1%	1%	11%	-4%
22	S=C(Nc1ccc(Cl)cc1)NC1CC2CCCC(C1)N2C1CCCC1 (stereo not drawn)	2%	-9%	10%	-6%	-3%[38.3 µM]	8%	-2%
23	Cc1cc([N+](=O)[O-])nn1Cn1nc([N+](=O)[O-])cc1C	-10%	5%	4%	-1%	-2%	27%	-3%
24	CC(=O)OC(c1nc2ccccc2c(=O)n1C1CC2(OC1=O)c1ccccc1N1C(=O)C(C)(C)N(O)C12)C(C)C (stereo not drawn)	-14%[10 µM]	-1%	6%	-17%	x	-7%[9.22 µM]	x
25	Cc1ccc(/C=N/Nc2nc(Cl)c(Cl)cc2Cl)s1	-16%	-7%	7%	-24%	-20%[38.3 µM]	11%	7%
26	O=c1[nH]c(=O)n(Cc2ccco2)c2c1C(C(F)(F)F)(C(F)(F)F)N=C(c1ccc(F)cc1)N2	-87%[inhibitor][10 µM]	2%	-22%	5%	-18%[38.3 µM]	1.3µM*	-8%
27	CCc1ccccc1NC1=NCC(=O)N1C1CCCCC1	4%[10 µM]	3%	4%	5%	14%[38.3 µM]	-15%	-5%
28	CCN1CCN(C(c2ccccc2)c2nnnn2Cc2ccccc2)CC1 (stereo not drawn)	13%[1.9 µM]	-4%	9%	2%	10%	-8%	3%
29	O=C(Nc1c2c(nn1-c1ccc(F)cc1)CS(=O)(=O)C2)c1ccc(S(=O)(=O)N2CCOCC2)cc1	14%	6%	4%	-9%	3%	-25%	-8%
30	CCC(=O)Nc1ccc(NC(=O)c2ccco2)cc1	-83%[inhibitor]	-2%	1%	2%	-11%[38.3 µM]	13%	u
31	COc1ccc(S(=O)(=O)N(CC(=O)N2CCN(C)CC2)c2ccc(C)cc2)cc1OC	0%	3%	-3%	7%	18%[38.3 µM]	11%[9.22 µM]	4%
32	C=CCN(CC=C)C(=O)Nc1cc(OC)ccc1OC	2%[10 µM]	-10%	9%	-1%	x	-17%[9.22 µM]	-3%
33	COc1ccc(Cl)cc1S(=O)(=O)n1nnc2ccccc21	-5%	4%	x	-14%	x	7%	8%
34	COc1cc(CC(=O)Nc2ccc(S(=O)(=O)N(C)C)cc2)cc(OC)c1OC	-9%[10 µM]	6%	7.9µM*	-2%	0%	20%	-26%
35	Cc1ccc(OCCCC(=O)NCc2ccco2)cc1	-1%	-4%	8%	3%	-5%[38.3 µM]	-2%	4%
36	CCOc1ccccc1-c1nc(-c2ccncc2)no1	-19%	-7%	12%	-2%	-2%[38.3 µM]	14%	4%
37	CCOC(=O)CN1C(=O)N[C@@H](CCc2ccccc2)C(C(=O)OC)=C1C	-24%[10 µM]	-4%[17.4 µM]	-2%[14.2 µM]	x	-6%	x	x
38	O=S(=O)(c1ccccc1)C1CON(Cc2ccccc2)C1c1ccccc1 (stereo not drawn)	-9%	4%	-4%	-18%	25%	-7%	-7%
39	COc1ccc(-c2[nH]ncc2-c2ccc3c(c2)OCCO3)c(O)c1	18%	-4%	5%	-7%	-21%[38.3 µM]	x	0%
40	Cc1cc(=O)oc(C)c1C(=O)NCc1cccnc1	4%	-6%	-5%	-1%	-5%[38.3 µM]	-10%	0%
41	CSc1cccc(-n2c(C)cc(C(N)=O)c2C)c1	-6%[10 µM]	3%	2%	5%	1%[38.3 µM]	13%	-3%
42	Cc1cc(OCc2nn[nH]n2)c2c(C)c(Cc3ccccc3)c(=O)oc2c1	-23%[0.074 µM]	-20%	2%	4%	2%[38.3 µM]	-9%[9.22 µM]	-7%
43	CC(=O)C(=[N+]=[N-])C(=O)NCc1ccccc1	-14%[10 µM]	9%	-14%	5%	3%	-3%	-2%
44	CCN(CC)S(=O)(=O)c1ccc(C)c(C)c1	u	-8%	8%	0%	18%[38.3 µM]	-12%	-3%
45	Cn1c(=O)c(-c2cccs2)nc2cnc(N3CCNCC3)nc21	u	4%	-3%	x	-3%	x	x
46	CN(C)CCCOC(=O)C1c2ccccc2Oc2ccccc21	1%[10 µM]	-18%	5%	3%	44%[activator][38.3 µM]	6%	-3%
47	CC(=O)N1CCN(Cc2nc3cc(NC(=O)c4ccccc4C)ccc3n2C)CC1	5%	-3%	4%	0%	-8%[38.3 µM]	-21%	5%
48	O=C(CO/N=C/c1ccc(OC(F)F)cc1)NCc1cccs1	10%[10 µM]	0%	-7%	-2%	0%	-6%	2%
49	Cc1ccc2nc(NC(=O)Cn3nc(C)c([N+](=O)[O-])c3C)sc2c1	x	3%	0%	-1%	2%	12%	9%
50	COc1ccccc1N1C(=O)CC(Sc2ccccc2N)C1=O (stereo not drawn)	-1%[10 µM]	-1%	5%	2%	x	3%[9.22 µM]	x
51	Cc1ccnc(N2C(=O)c3ccccc3C2Nc2ccc3c(c2)OCCO3)c1 (stereo not drawn)	7%	-14%	8%	1%	8%[38.3 µM]	-1%	-5%[15.4 µM]
52	O=C(O)c1ncsc1-c1ccccc1	0%[10 µM]	2%	-18%	5%	x	7%[9.22 µM]	x
53	COc1ccc(CC(=O)N2N=C(C)CC2(O)C(F)(F)F)cc1OC (stereo not drawn)	u	0%	14%	15%	-1%	u	u
54	Cc1nn(Cc2cccc(C(=O)NC3CCCCC3)c2)c(C)c1Cl	-7%	-4%	6%	-1%	-8%[38.3 µM]	-6%	-5%
55	CCOC(=O)CSc1nc(C)c2cccc(C)c2n1	1%[10 µM]	1%	12%	-2%	x	-11%[9.22 µM]	3%[15.4 µM]
56	CSc1nnc(-c2cc(C)on2)n1-c1ccccc1	-1%[10 µM]	2%	7%	4%	-6%	19%	3%

More results follow.
no.	SMILES	HTT ATP protect	aGlu spleen mod	RGS12 GoLoco inh	GAA glycogen	IMPase Li cell	HTT aggregate	GAA inhib
57	O=C(COc1ccccc1)N1c2ccccc2Sc2ccccc21	11%[10 µM]	-6%	22%	-10%	4%	-3%	-4%
58	Cc1cc(-c2cc(C(=O)NC3CCCC3)on2)nc(NCC2CC2)n1	1%[10 µM]	3%	6%	5%	x	-26%[9.22 µM]	x
59	CCOC(=O)N1CCN(c2nc(=S)n(-c3ccccc3)c(C)c2C(C)=O)CC1	9%	-1%	7%	-11%	-1%[38.3 µM]	4%	4%
60	NS(=O)(=O)c1ccc(NC(=S)Nc2cc(Cl)c(Cl)cc2Cl)cc1	-2%[10 µM]	0%	9%	-16%	-9%	8%	4%
61	O=S(=O)(NC1CCCCC1)c1ccc(N2CCOCC2)nc1	21%[10 µM]	-21%	2%	-3%	x	-6%[9.22 µM]	x
62	CN(C)c1ccnc2sc3c(=O)n(Cc4ccccc4)cnc3c12	-13%	-9%	11%	-4%	-26%[38.3 µM]	7.1µM*	-5%
63	C=C1CN(CC(=O)OC)S(=O)(=O)c2ccccc21	3%[10 µM]	-7%&7%	-1%	5%	x	19%[9.22 µM]	x
64	Cc1ccccc1-c1noc(-c2ccc(O)cc2)n1	-17%[10 µM]	4%	5%	-5%	-2%[38.3 µM]	-8%	-3%
65	COC1=C[C@@H](C)C2CC3OC(=O)C[C@H]4C(C)=C(OC)C(=O)C([C@@]2(C)C1=O)[C@@]34C (stereo partly drawn)	21%	7%	2%	x	11%	x	x

Screening data from PubChem.

Not all compounds are listed. The share of hits here may be higher or lower than overall.
